# Compound activity (PubChem)
# Shn3 inh set2 = Schnurri-3 reporter inhibition in Clone20 osteoblasts. Clone20 osteoblast Shn3 3'UTR firefly luciferase, 24 h. inhibition, % at 12.5 µM. 360,000 tested, 0.52% active;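 active = mean inhibition of at least 75% with every replicate also reaching 75%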;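 also: 0% = median of neutral control wells and 100% = pilot-screen positive control compound; some compounds past the cut are filed as inactive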
# NR2E3 ag-1 = agonists of human nuclear receptor NR2E3; inhibition of corepressor binding, % at 4.78 µM; Q9Y5X4; 320,000 tested, 0.12% active; AID 2300; GST-NR2E3/biotin-RetCOR TR-FRET, 1536-well;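 active = percent inhibition above the cutoff of mean plus 3 SD of all tested compounds, set per screening campaign, cut at about 20% in these data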;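 also: 0% = DMSO wells and 100% = biotin wells as full block of FRET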
#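 Test system – NR2E3–RetCOR corepressor complex · Quantity – NR2E3 fusion 1.35 nM · Buffer or medium – Tris pH 7.5 · Incubation – Compound–protein incubation for 5 h at 4 °C · Technique – TR-FRET, Eu(K)-anti-GST donor, streptavidin-D2 acceptor, ex 340, em 617/671 nm · Evaluation – percent inhibition of 671/617 nm emission ratio versus biotin and DMSO controls · Plate – 1536-well format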
# H9c2 protect = modulators protecting cardiomyocytes from myocardial damage. protection from H2O2 cell death, % at 20 µM. 360,000 tested, 0.63% active. H9c2 cardiomyocytes, H2O2 injury protection, ATPLite, 2 h. AID 588492;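 active = compounds giving at least 50% protection of heart cells from peroxide-induced death in the single-dose screen, raw or plate-pattern-corrected value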;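 also: 0% = DMSO wells with peroxide and 100% = DMSO wells without peroxide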
# hiPSC survival = hiPSC single-cell survival enhancement. 360,000 tested, 0.044% active. ATPlite luminescence; 100% = ROCK inhibitor wells, 0% = DMSO. survival enhancement, % at 20 µM. AID 602274; in the data active = survival enhancement above about 18%;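 also: cells exposed to compounds for 16 hours before the ATP read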
# MITF TRPM1 inh = MITF TRPM1 promoter inhibition in SK-MEL-5 cells; inhibition, % at 12.5 µM; SK-MEL-5 TRPM1 promoter luciferase, 24 h; AID 488899; 330,000 tested, 0.83% active;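 active = mean inhibition across replicates of 60% or more, whatever share of single replicates reaches that level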; also: values of inactives mirror those of a sister screen read the other way
# CaV13 FRET inh = Disruptors of the CACNA1D IQ motif to Ca2+-dependent inactivation inhibitor domain association, primary screening, Förster resonance energy transfer in intact living …; inhibition, % at 12.3 µM; 340,000 tested, 0.098% active; HEK cells, CFP/YFP FRET ICDI-IQ, plate reader, 10 min; percent FRET-ratio fall versus neutral wells;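 active = mean replicate inhibition of at least 30% and at least 1% of replicates passing that level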;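 also: 0% = median of the neutral control wells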
# NR2E3 ag-2 = human photoreceptor-specific nuclear receptor agonism | Q9Y5X4 | CHO-S Gal4-NCOR/VP16-NR2E3 two-hybrid, luciferase | inhibition of corepressor binding, % at 3.98 µM | 360,000 tested, 0.35% active | AID 602229;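 active = inhibition above the mean of all tested compounds plus 3 SD, cut at about 70% in these data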;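 also: 0% = DMSO with NR2E3 transfected cells and 100% = cells lacking NR2E3 construct; higher means lower luciferase signal from less NR2E3 corepressor binding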
# HTR2A ag = mouse HTR2A agonism via beta-arrestin recruitment; P35363; CHO-K1 mHTR2A beta-arrestin complementation, luminescence; percent of 30 µM serotonin response; activation, % at 7.6 µM; 360,000 tested, 0.66% active;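 active = activation above a run cutoff, the mean activation of all tested compounds plus 3 SD, cut at about 14% in these data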;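 also: 0% = plate median of compound wells and 100% = 30 µM serotonin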
# Target sequence (P35363 whole entry, looked up): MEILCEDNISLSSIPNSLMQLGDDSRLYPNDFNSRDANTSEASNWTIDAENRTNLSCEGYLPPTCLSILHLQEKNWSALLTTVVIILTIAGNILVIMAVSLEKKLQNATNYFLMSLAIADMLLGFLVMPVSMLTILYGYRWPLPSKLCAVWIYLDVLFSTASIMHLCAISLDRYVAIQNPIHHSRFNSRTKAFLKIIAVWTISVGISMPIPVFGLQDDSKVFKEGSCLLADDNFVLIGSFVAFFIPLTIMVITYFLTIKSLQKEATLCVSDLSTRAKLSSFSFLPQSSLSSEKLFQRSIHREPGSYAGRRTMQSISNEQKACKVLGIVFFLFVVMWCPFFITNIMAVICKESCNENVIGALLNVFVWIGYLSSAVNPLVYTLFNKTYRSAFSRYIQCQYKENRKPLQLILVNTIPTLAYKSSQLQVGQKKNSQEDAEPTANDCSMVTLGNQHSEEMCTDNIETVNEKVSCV
# PDI turbidity = inhibitors of human protein disulfide isomerase; P07237; PDI insulin aggregation turbidity, A650, 90 min; inhibition, % at 10 µM; 350,000 tested, 0.052% active;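 active = mean inhibition across replicates of 30% or more, whatever share of single replicates reach that level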;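 also: absorbance from insulin aggregation driven by PDI reduction with DTT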
# Target sequence (P07237 whole entry, looked up): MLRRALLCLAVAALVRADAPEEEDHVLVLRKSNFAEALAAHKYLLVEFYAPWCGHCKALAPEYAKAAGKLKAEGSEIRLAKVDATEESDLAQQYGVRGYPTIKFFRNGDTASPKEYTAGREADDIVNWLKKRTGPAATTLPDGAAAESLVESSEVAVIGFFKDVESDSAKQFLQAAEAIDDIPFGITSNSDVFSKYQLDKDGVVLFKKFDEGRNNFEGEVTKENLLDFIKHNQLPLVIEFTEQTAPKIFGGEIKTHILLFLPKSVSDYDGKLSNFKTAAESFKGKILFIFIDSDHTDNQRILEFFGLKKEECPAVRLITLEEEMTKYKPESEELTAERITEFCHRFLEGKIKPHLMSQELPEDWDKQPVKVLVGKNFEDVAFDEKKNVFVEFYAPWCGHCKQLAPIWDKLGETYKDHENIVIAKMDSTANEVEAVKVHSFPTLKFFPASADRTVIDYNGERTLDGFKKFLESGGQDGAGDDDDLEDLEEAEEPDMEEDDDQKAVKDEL
# Peg3 prom inh = reduces Peg3 promoter-driven luciferase expression in HeLa | HeLa PEG-Prom luciferase reporter, luminescence, overnight | inhibition, % at 20 µM | 360,000 tested, 1.7% active;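 active = inhibition of at least 50% at 20 µM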
# HIF-2a inh = blocks HIF-2a reporter activity | 786-0 RCC cells HIF-2a reporter, luciferase luminescence, overnight | inhibition, % at 18.8 µM | 360,000 tested, 0.72% active;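 active = inhibition of the luminescence signal of 40% or more relative to plate controls, in a single-dose primary screen at 18.75 µM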
# Active calls of the source: *; nt = no result given. No enrichment for hits; 3.9% or so of the library scored in one or more.
SMILES,Shn3 inh set2,NR2E3 ag-1,H9c2 protect,hiPSC survival,MITF TRPM1 inh,CaV13 FRET inh,NR2E3 ag-2,HTR2A ag,PDI turbidity,Peg3 prom inh,HIF-2a inh
CC(=O)OC1COC(N2CCc3cc([N+](=O)[O-])ccc32)C(OC(C)=O)C1OC(C)=O (stereo not drawn),4,-1,13,8.8,6,-3,-1,2,3,10,17
Cc1cc(C)c(NC(=O)c2ccccc2C(=O)c2ccccc2)c(C)c1,12,2,-1,-0.1,-6,-2,10,1,9,1,15
CCOC(=O)Cn1nc(C)c(-c2ccccc2)c1N,-14,1,1,-0.4,-9,-4,-15,-1,1,-4,-21
COc1cc(/C=N/NC(=O)c2cc(-c3c(C)nn(-c4ccccc4)c3C)n[nH]2)ccc1O,-13,-3,51*,-0.7,23,-4,-12,-6,-5,-16,-56
O=C1Nc2cc(C(=O)NCCCN3CCOCC3)ccc2S/C1=C/c1ccccc1F,-15,3,8,0.7,-1,-6,-11,-5,-9,16,-3
COc1ccccc1NC(=O)Cn1c(=O)n(-c2ccccc2)c(=O)c2oc3ccccc3c21,-1,-1,0,-1.0,-6,-9,-1,0,-21,13,14
CC(=O)Nc1ccc(Oc2nc(-c3ccccn3)nc3ccccc23)cc1,-48,-1,-3,-0.2,-114,-5,-76,4,16,-64,-205
c1cnc2c(SCc3ccc(-c4nnco4)cc3)cccc2c1,-31,4,9,-0.7,-68,-1,-38,4,-1,-169,-174
CC1Cc2ccccc2N1S(=O)(=O)c1cccc(C(=O)OCC(=O)NC2CCS(=O)(=O)C2)c1 (stereo not drawn),3,-1,2,-1.0,-7,nt,3,-8,9,-3,12
O=C(COC(=O)c1ccc(C(F)(F)F)cc1)Nc1cccc(S(=O)(=O)NC2=NCCCCC2)c1,-8,nt,-3,0.2,7,-3,-14,0,-2,-3,4
CC(C)c1ccc(C(O)c2nc3ccccc3n2C)cc1 (stereo not drawn),24,2,-3,0.7,0,-17,31,10,1,11,-42
CC(C)=CCC/C(C)=C/COc1c2occc2cc2ccc(=O)oc12,7,nt,-1,7.6,-12,nt,-6,-6,nt,0,-3

# Only NR2E3 ag-1, for 7 of the compounds above:
smiles | NR2E3 ag-1
CCOC(=O)Cn1nc(C)c(-c2ccccc2)c1N | 1
COc1cc(/C=N/NC(=O)c2cc(-c3c(C)nn(-c4ccccc4)c3C)n[nH]2)ccc1O | -3
O=C1Nc2cc(C(=O)NCCCN3CCOCC3)ccc2S/C1=C/c1ccccc1F | 3
COc1ccccc1NC(=O)Cn1c(=O)n(-c2ccccc2)c(=O)c2oc3ccccc3c21 | -1
CC(=O)Nc1ccc(Oc2nc(-c3ccccn3)nc3ccccc23)cc1 | -1
c1cnc2c(SCc3ccc(-c4nnco4)cc3)cccc2c1 | 4
CC1Cc2ccccc2N1S(=O)(=O)c1cccc(C(=O)OCC(=O)NC2CCS(=O)(=O)C2)c1 (stereo not drawn) | -1

# More structures.
SMILES,Shn3 inh set2,NR2E3 ag-1,H9c2 protect,hiPSC survival,MITF TRPM1 inh,CaV13 FRET inh,NR2E3 ag-2,HTR2A ag,PDI turbidity,Peg3 prom inh,HIF-2a inh
COc1cc(NC(=O)CN(c2ccc(C)cc2)S(=O)(=O)c2c(C)n[nH]c2C)cc(OC)c1,-22,-1,-2,1.6,-6,-4,0,-7,-3,22,13
Cn1c(=O)c2c(nc(N3CCCCC3)n2CC(O)COc2ccccc2)n(C)c1=O (stereo not drawn),-32,-2,23,-0.6,-5,-5,-3,-2,-12,17,-3
CC(=O)OCCCNc1cc(Sc2nc3ccccc3s2)c2nonc2c1[N+](=O)[O-],101*,1,-25,1.5,22,nt,8,1,16,105*,32
O=C(Nc1ccccc1)C1CC(=O)N(Cc2ccccc2)C1 (stereo not drawn),7,-2,2,-0.4,11,-7,-22,4,-7,-12,10
CCOC(=O)Cc1csc(NC(=O)c2cnc3sc(C)cn3c2=O)n1,-55,0,2,-0.5,-58,-3,-80,6,10,-174,-196
COc1ccc(/C=C/C(=O)NC(=S)Nc2ccccc2C(=O)NC2CCCCC2)cc1,20,-2,8,-0.7,-7,-8,4,5,-2,14,6
N#CC(C#N)=CN=c1ccn(Cc2ccc(Cl)cc2Cl)cc1,28,2,-20,0.7,57,-22,20,3,1,34,4
COC(=O)c1ccc(COc2ccc(NC(C)=O)cc2)o1,-3,7,-3,-0.5,-2,-3,-10,6,-6,16,1
CCOC(=O)c1cnc(C(F)(F)F)nc1Oc1ccccc1,-4,0,4,-0.8,1,-5,6,0,5,7,15
CC(=O)c1cc2cccc(OC3(C)CCN(Cc4ccc(-c5ccccn5)cc4)C3)c2o1 (stereo not drawn),-27,nt,9,7.1,nt,-5,-9,-2,0,-8,-14
Cc1ccc(CN(C(=O)COc2cccc(C)c2C)C2CCS(=O)(=O)C2)o1 (stereo not drawn),-9,1,3,0.4,-2,-5,-7,0,2,0,19
COc1cc(C=O)ccc1OCC(=O)Nc1ccc2c(c1)OCO2,-18,-1,-8,-0.1,-19,-10,-49,2,6,-74,-46
Cc1ccc(NC(=O)c2ccco2)c(NC(=O)COc2ccccc2)c1,2,-3,-2,-0.6,4,-6,8,-19,1,17,9
CC1CN(c2ccc(NS(=O)(=O)c3ccccc3)cc2C(=O)O)CC(C)O1 (stereo not drawn),7,0,4,0.4,-1,-20,17,2,1,-5,2
CN1CCCC1CN1CCCC1 (stereo not drawn),-10,nt,1,0.3,nt,nt,-24,4,nt,4,9
CN(C)S(=O)(=O)c1cccc(NC(=O)COc2nc3ccccc3nc2N2CCOCC2)c1,18,3,-3,-1.5,-11,-4,4,6,4,17,19
COc1ccc(NC(=S)N/N=C/c2cccn2Cc2ccc(F)cc2)cc1,3,1,-3,0.0,25,-22,-17,0,1,-80,-56
COc1ccc(S(N)(=O)=O)cc1C(=O)NNC(=O)CN(C)S(=O)(=O)c1ccc(Cl)cc1,-8,-2,6,0.8,3,-4,-3,-9,-2,-5,7
COc1ccc([N+](=O)[O-])cc1NC(=O)CCN1CCN(C)CC1,-4,2,2,0.6,-4,-4,-21,0,0,2,7
O=C(Cc1cccs1)Nc1ccc(N2CCOCC2)cc1,-55,3,-3,-1.1,-27,nt,-15,4,-6,-142,-130
COc1ccc(S(=O)(=O)Nc2ccccc2C(=O)N2CCCCC2)cc1C,-9,1,1,-0.5,1,-6,-4,-6,-7,21,9
O=C(CNC(=O)COc1ccccc1)NCCN1CCOCC1,-3,2,-3,2.5,-2,-2,-10,7,-7,5,6
CCC(C(=O)Nc1cccc(C(F)(F)F)c1)c1ccccc1 (stereo not drawn),23,3,-27,0.2,4,-7,0,0,3,2,16
CCCc1cc(=O)[nH]c(SCC(=O)Nc2ccc3ccccc3c2)n1,-3,nt,-1,0.1,5,-4,-7,4,1,17,5

# Three of the entries above in order of their number in Peg3 prom inh, descending:
structure,Peg3 prom inh
COc1ccc(S(=O)(=O)Nc2ccccc2C(=O)N2CCCCC2)cc1C,21
CCC(C(=O)Nc1cccc(C(F)(F)F)c1)c1ccccc1 (stereo not drawn),2
COc1ccc(S(N)(=O)=O)cc1C(=O)NNC(=O)CN(C)S(=O)(=O)c1ccc(Cl)cc1,-5

# Three of the compounds above, with each value named:
> CC1CN(c2ccc(NS(=O)(=O)c3ccccc3)cc2C(=O)O)CC(C)O1 (stereo not drawn)
  Shn3 inh set2: 7
  NR2E3 ag-1: 0
  H9c2 protect: 4
  hiPSC survival: 0.4
  MITF TRPM1 inh: -1
  CaV13 FRET inh: -20
  NR2E3 ag-2: 17
  HTR2A ag: 2
  PDI turbidity: 1
  Peg3 prom inh: -5
  HIF-2a inh: 2

> CN1CCCC1CN1CCCC1 (stereo not drawn)
  Shn3 inh set2: -10
  NR2E3 ag-1: nt
  H9c2 protect: 1
  hiPSC survival: 0.3
  MITF TRPM1 inh: nt
  CaV13 FRET inh: nt
  NR2E3 ag-2: -24
  HTR2A ag: 4
  PDI turbidity: nt
  Peg3 prom inh: 4
  HIF-2a inh: 9

> CN(C)S(=O)(=O)c1cccc(NC(=O)COc2nc3ccccc3nc2N2CCOCC2)c1
  Shn3 inh set2: 18
  NR2E3 ag-1: 3
  H9c2 protect: -3
  hiPSC survival: -1.5
  MITF TRPM1 inh: -11
  CaV13 FRET inh: -4
  NR2E3 ag-2: 4
  HTR2A ag: 6
  PDI turbidity: 4
  Peg3 prom inh: 17
  HIF-2a inh: 19

# Next section
SMILES,Shn3 inh set2,NR2E3 ag-1,H9c2 protect,hiPSC survival,MITF TRPM1 inh,CaV13 FRET inh,NR2E3 ag-2,HTR2A ag,PDI turbidity,Peg3 prom inh,HIF-2a inh
CN(CC(=O)Nc1ccc(Cl)c(C(F)(F)F)c1)C(=O)CNC(=O)C1CCCCC1,24,-4,-15,-0.3,-15,-17,4,-1,-1,28,10
CCOC(=O)c1cc(NC(=O)c2ccc(C)cc2)c(=O)oc1-c1ccccc1,6,-3,-11,-0.9,-13,-4,-2,3,-3,-10,-2
CC1(CO)COC(c2ccccc2)=N1 (stereo not drawn),-11,-1,3,-0.3,-4,-4,12,-2,12,10,13
CC1CN(C(=O)CSc2nnc3c(Cl)cc(Cl)cn23)CC(C)O1 (stereo not drawn),1,5,-1,-0.9,-2,-5,8,2,-1,8,16
CCN(C(=O)c1cc2c(=O)n3ccccc3nc2s1)C1CCCCC1,-82,3,4,-0.2,-38,-3,-41,5,-3,-163,-153
Cc1cc(C(=O)CSc2nn3c(=O)c(C(C)(C)C)nnc3s2)c(C)n1-c1ccc(F)cc1,-15,2,-16,5.5,-23,nt,-20,-6,-12,3,3
CCCS(=O)(=O)NC(=O)C1(C)CCN(C(=O)c2cccs2)C1 (stereo not drawn),-9,nt,-2,4.1,nt,-7,-19,3,-8,1,11
Cc1ccc(NC(=O)c2ccc(Cn3cc([N+](=O)[O-])cn3)cc2)c(C)c1,12,1,10,-0.4,4,-5,-1,-4,10,12,0
CC(=O)N1N=C(c2ccncc2)OC1(Cc1ccccc1)Cc1ccccc1,0,-1,-2,0.8,-55,-5,24,0,18,24,20
COc1ccc(N2CCN(S(=O)(=O)c3c(C)noc3/C=C/N(C)C)CC2)cc1,-14,-1,-4,-0.5,9,-7,-14,1,2,3,-1
C(=N\Nc1ncnc2nc[nH]c12)/c1cccs1,-47,-6,-5,-3.0,-48,-5,-60,1,2,-149,-201
CCOC(=O)c1csc(NC(=O)c2cc(-c3ccccn3)nc3ccccc23)n1,3,nt,2,-1.5,-1,-2,-11,-10,1,14,-3
O=C(CN1CCN(c2ccccc2O)CC1)NC(=O)NCc1ccco1,-36,-4,4,-0.6,-7,-5,13,1,-1,16,6
CCOC(=O)c1c(NC(=O)CN2C(=O)NC3(CCCCCC3)C2=O)sc(C)c1-c1ccc(C)cc1,19,1,-11,-1.2,-17,nt,-9,-2,-6,33,17
CC1(Oc2cccc(F)c2)CCN(Cc2ccc(-c3ccccc3)o2)C1 (stereo not drawn),5,nt,-4,-1.6,nt,-10,3,0,0,-8,-13
